PriA SSB inh – K. pneumoniae PriA-SSBct interaction inhibition. AlphaScreen SSBct-PriA binding, biotinylated peptide. inhibition, % at 33 µM. hit rate 0.6% among 430,000. AID 1272365; in the data active = inhibition mostly above about 37%, no sharp cut-off; inactive = mostly below about 20%;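 note: plate controls were negative control peptide for no effect and reference peptide for full effect; strong numbers were not always called active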
An asterisk follows results filed as active; & = joins results of further samples.

mol	PriA SSB inh
Cc1sccc1C=NNC(=O)c1cccc2ccccc12	2
COCCn1c(SCC(=O)Nc2nccs2)nc2c(c1=O)S[C@@H](C)C2	-22
O=C(NCC[C@H](O)c1ccsc1)Nc1ccccc1F	-7
Cc1ccc(N2CCn3c2nn(CC(=O)Nc2ccc4c(c2)OCO4)c(=O)c3=O)cc1	1
COc1cc2ccccc2cc1C(=O)Nc1ncnc2c1CCC2	-15
CCOC(=O)c1nn(-c2ccc(C)cc2)c(=O)cc1N1CCN(C(=O)OCC)CC1	-27
O=C(CN1C(=O)CCC1=O)NCCn1nc(-c2ccncc2)cc1C1CC1	-14
Cc1cc2c(C)nc(NN=Cc3ccc(F)cc3)nc2o1	6
COC(=O)c1ccc(COc2ccc(C=NO)cc2)o1	-24
Cc1ccsc1C=NNC(=S)NCc1ccccc1	-10
CC(C)N(C(=O)Cn1nc(-c2cccs2)c2sc(N3CCOCC3)nc2c1=O)c1ccccc1	-2
Cc1ccc(-n2cc(C(=O)N3CCSCC3)nn2)cc1	-10
Cc1nc(-c2ccc(N3CCN(C(=O)c4ccc(Cl)s4)CC3)nc2)no1	-13
CCCN1CCCc2cc(CCNC(=O)c3ccccc3C)ccc21	59*
COc1ccc(NC(=O)CSc2ccc(NC(=O)c3cccc(F)c3)nn2)c(OC)c1	13
CCN(Cc1ccccc1)S(=O)(=O)c1ccc(C(=O)Nc2cccc([N+](=O)[O-])c2)cc1	4
O=C(Cc1c(F)cccc1Cl)NCC1CCS(=O)(=O)C1 (stereo not given)	-5
Cc1nn(-c2ccccc2)c2ncc(C(=O)NC(C)c3ccccc3)c(Cl)c12 (stereo not given)	-13
Cc1ccc(S(=O)(=O)Nc2ccc3c(c2)NC(=O)C(C)(C)CO3)cc1Cl	-1
CON=C/C(C#N)=C/c1cc(C(=O)c2ccccc2)cn1C	10
O=C(Cc1ccccc1)NCCCS(=O)(=O)N1CCN(c2ccccn2)CC1	-9
Cc1cc(C(=O)N2CCOCC2)nn1CC(=O)N(Cc1ccccc1)c1ccccn1	-6
CCOc1ccc(-c2csc(-n3nc(C)cc3NC(C)=O)n2)cc1	-2
CCOc1cc(C=NNC(=O)Cn2nc([N+](=O)[O-])cc2C)ccc1OCc1ccc(F)cc1	-11
O=C(Nc1ccncc1)c1cc(-c2ccncc2)nc2ccccc12	-8
Cc1ccc(-c2cn3c(CC(=O)NCc4ccc5c(c4)OCO5)csc3n2)cc1	1
O=C(NN=Cc1c(O)n(C2CC2)c(=S)[nH]c1=O)c1ccccc1O	88
CCOc1ccc(S(=O)(=O)Nc2ccc3c(c2)CC(=O)N3C)cc1C	11
COc1cc(C(=O)OCn2c(SC)nnc(C)c2=O)cc(OC)c1OC	-21
Cc1c(Cl)ccc2sc(NC(=O)COCC(=O)Nc3nc4c(C)c(Cl)ccc4s3)nc12	-10
O=C1C(=O)N(CCCn2ccnc2)C(c2ccc([N+](=O)[O-])cc2)C1=C(O)c1ccc2c(c1)OCCO2 (stereo not given)	-18
COc1ccc(-c2cn3nc(COc4cc(C)ccc4C(C)C)n4c3c2CCCC4)c(F)c1	-6
CCc1ccc(-c2cc3c(=O)n(Cc4nc(-c5cccc(C(F)(F)F)c5)no4)ccn3n2)cc1	-4
Cn1cccc1Cc1nnc(SCC(=O)Nc2ccc3c(c2)OCO3)n1C	51
COc1cc(C=NNC(=O)c2cc(-c3cccc(OC(C)C)c3)nc3ccccc23)ccc1O	-5
CN(C)c1cncc(O[C@H]2CCN(C(=O)c3c[nH]c(=O)c(Cl)c3)C2)n1	-4
O=C(CSCc1ccccc1)N1CCCC(c2nnc(-c3ccsc3)o2)C1 (stereo not given)	-6
O=C(Oc1coc(CSc2nnc(NC(=O)c3cccs3)s2)cc1=O)c1ccc(S(=O)(=O)N2CCOCC2)cc1	-17
O=Cc1ccc(OC(F)F)c(O)c1	-8
COc1ccc(Cl)cc1NC(=O)CSc1ccc2nnc(-c3ccc(F)cc3)n2n1	-14

Quoted at random: three entries already listed, in no set order.
mol	PriA SSB inh
O=C1C(=O)N(CCCn2ccnc2)C(c2ccc([N+](=O)[O-])cc2)C1=C(O)c1ccc2c(c1)OCCO2 (stereo not given)	-18
Cn1cccc1Cc1nnc(SCC(=O)Nc2ccc3c(c2)OCO3)n1C	51
COc1cc(C=NNC(=O)c2cc(-c3cccc(OC(C)C)c3)nc3ccccc23)ccc1O	-5

Next entries.
mol	PriA SSB inh
CN(C)CC1CSCCCN1C(=O)Nc1ccccc1 (stereo not given)	-4
COc1cccc(OCC(=O)N2CCC3(CC2)OCCN3S(=O)(=O)c2ccc(Cl)cc2)c1	-3
CC(C)(Oc1ccc(Cl)cc1)C(=O)N1C2CCC1COC2	-7
COc1ccc(C(=O)N2CCN(C(=O)[C@H]3C[C@@H]3c3ccccc3)CC2)cc1OC	-18
COc1ccccc1C(=O)NCC(c1ccco1)N1CCc2ccccc2C1 (stereo not given)	1
COc1cc(C=NNC(=S)NC(C)C)ccc1OCC(=O)Nc1c(C)cc(C)cc1C	-8
CCCCC(=O)NCCn1ncc2c(=O)n(Cc3cccc4ccccc34)cnc21	13
Cc1cc(C(=O)NCC#CCOc2cccc(C(F)(F)F)c2)c(C)o1	-29
Nc1c(C(=O)NCc2ccco2)nnn1Cc1ccc(F)cc1	5
CCOC(=O)c1ccc(NC(=O)C(NC(=O)C23CC4CC(CC(C4)C2)C3)C(C)C)cc1 (stereo not given)	12
CCOC(=O)N1CCN(C(=O)CSc2nc(N)c(NC(=O)c3ccco3)c(=O)[nH]2)CC1	-3
Cc1cc(=O)n(CCNS(=O)(=O)CCOc2ccccc2)cn1	-4
Cc1nc(N2CCN(S(=O)(=O)c3ccc(Cl)cc3)CC2)cc(C(F)(F)F)n1	-6
NC(=O)c1cc2ccccc2oc1=NNC(=O)c1cccs1	-8
CC1Cc2ccccc2N1C(=O)c1cc2n(n1)CCCO2 (stereo not given)	0
CCOc1ncccc1C(=O)NCCn1nc(-c2ccc(Cl)cc2)ccc1=O	6
COCCN1CCC(CNC(=O)CCc2ccccc2)CC1	-4
O=C(Nc1cnoc1)[C@@H]1CC=CCC1	-11
O=C(NN=Cc1sc(N2CCOCC2)nc1-c1ccccc1)c1ccccc1O	-9
COc1ncccc1C(=O)N1CC(c2nc(-c3ccco3)no2)C1	-13
CNC(=O)Cc1csc(NC(=O)Cc2ccccc2)n1	1
COc1ccc(CCC(=O)N2CC(Oc3cc(C)oc(=O)c3)C2)cc1OCc1ccccc1	2
O=C(NCc1ccc(C(=O)c2ccccc2)s1)c1cc(Br)cs1	-8
O=C(O)C1CCC(Cn2c(SCC(=O)N3CCCc4ccccc43)nc3ccsc3c2=O)CC1 (stereo not given)	-1
CN1C(=O)C(=O)C(=C(O)c2ccc(Br)cc2)C1c1ccccc1F (stereo not given)	2
O=C(NCCn1cnc(C2CCCC2)cc1=O)c1ccc(=O)[nH]n1	-8
O=C(c1cnc2ccccc2c1Nc1ccc(Cl)c(Cl)c1)N1CCOCC1	2
COc1ccc(CCC(=O)Nc2cc(-c3ccco3)nn2-c2nc(C)c(C)c(=O)[nH]2)cc1	13
O=C(NCCn1nc(-n2cncn2)ccc1=O)Nc1cc(Cl)ccc1Cl	-14
CC(/C=C/c1ccccc1)=NNC(=S)NC(C)C	19
Cc1ccc(-n2ncc3c(SCCC4OCCO4)ncnc32)c(C)c1	-23
Cc1cccc(Cn2cnc(N3Cc4ccccc4C3=O)n2)c1	-16
CC(=O)N1CCc2ccc(NC(=O)CCCc3ccccc3)cc21	-1
Cc1cccc(OCc2nnc3sc(-c4csc5c4CCCC5)nn23)c1	-11
CCOCC(=O)Nc1nnc(-c2cc(C)n(C(C)C)n2)o1	-14
C=CCn1c(O)c(C2=c3ccccc3=NC2=O)sc1=Nc1nccs1	1
COC(=O)c1ccc(C(=O)N2CC(n3cc(COc4ccccc4)nn3)C2)cc1	-14
OCCNc1ncnc2c1c(-c1ccccc1)cn2-c1cccc(C(F)(F)F)c1	15
O=C(Oc1cc(-c2ccc(Cl)cc2)c2oc(=O)sc2c1)c1ccc(Cl)cc1	-1
CC(=NNC(=O)c1cc(-c2cccnc2)nc2ccccc12)c1ccccc1O	-4

Some of the entries so far, with each value named.
O=C(Oc1cc(-c2ccc(Cl)cc2)c2oc(=O)sc2c1)c1ccc(Cl)cc1
  PriA SSB inh: -1
CC(=O)N1CCc2ccc(NC(=O)CCCc3ccccc3)cc21
  PriA SSB inh: -1

Remaining list, next part:
mol	PriA SSB inh
CCC(=O)Nc1cc(C)nn1-c1nc(C)c(CC)c(=O)[nH]1	33
Cc1nnc(SCC(=O)NCc2ccc3c(c2)OCO3)c2c1cnn2-c1ccc(F)cc1	-14&-1
O=C(NC(=S)Nc1ccc(S(=O)(=O)Nc2nccs2)cc1)c1cccc(Cl)c1	-10
S=c1[nH]nc(-c2cccnc2)n1N=Cc1ccco1	-6
O=C(Nc1cnn(CC2CCOCC2)c1)c1csc(-c2ccccc2)n1	-32
CCOC(=O)c1sc(NC(=O)c2ccnn2C)c(C(=O)OCC)c1C	-17&4
O=C(NCCn1nc(-c2cccs2)n(C2CC2)c1=O)c1cc(-c2ccco2)[nH]n1	-8
COc1cc(OC)cc(-c2nnc(NC(=O)NC(c3ccccc3)c3ccccc3)o2)c1	-9
O=C(Nc1ccc(SCC(=O)N2CCN(c3ccccc3)CC2)nn1)C1CC1	-5
O=C(NCCn1nc(-c2ccco2)ccc1=O)c1c(F)cccc1F	-10
O=[N+]([O-])c1cc2c(cc1C=NNS(=O)(=O)c1ccccc1)OCO2	-22
O=c1c2[nH]c3ccccc3c2ncn1Cc1ccc(F)cc1	-6
COc1ccccc1NC(=O)c1ccc(-c2ccc(F)c(Cl)c2)o1	-10
O=C(NCC1CCN(C(=O)c2ccoc2)CC1)C(=O)Nc1ccc(OC(F)(F)F)cc1	-1
N#CC(=NNc1ccc(Cl)c(Cl)c1)C(=O)C1CC1	-9
O=C(Cn1nc(-c2ccccc2)c2sc(N3CCCC3)nc2c1=O)NC1CCCCC1	-4
COc1cccc2c1OCCC2=NNC(=O)COc1ccccc1C	-2
O=C(NCc1cccs1)C(=O)Nc1ccon1	-3
O=C(Cn1cc(-c2ccc(F)cc2)cn1)N1CC(N2C(=O)C3CC=CCC3C2=O)C1 (stereo not given)	0
CCOC(=O)CS/C(=C\C=C\c1ccccc1)C(=O)O	-14
O=S(=O)(NCC1CCN(c2cnccn2)CC1)c1ccccc1Cl	-3
Cc1ccc(-c2c(C)sc3ncnc(N4CCN(C)CC4)c23)cc1	5
O=S(=O)(Cc1ccc(Cl)cc1)NCc1ccsc1	-3
CCn1nccc1C(=O)Nc1nc2ccc(S(=O)(=O)N(C)C)cc2s1	-18
COc1cc(-c2nc3ccccc3n2C)cc(OC)c1OC	-4&9
Cn1cnc(S(=O)(=O)N2CCC(Oc3cccc4cccnc34)CC2)c1	1
O=C(Nc1ccc2c(c1)OCCO2)c1ccc(S(=O)(=O)N2CCOCC2)o1	-16
Cc1ccccc1C(N)=NOC(=O)N1c2ccccc2Sc2ccccc21	17
CS(=O)(=O)N1CCC(C(=O)Nc2nc3c(F)cccc3s2)CC1	-4
COc1ccc(-c2nnc(Nc3nc4ccc(SC)cc4s3)o2)c(OC)c1	5
Cc1cc(C(=O)NCc2sc(-c3ccccc3Cl)nc2C)c(C)o1	-13
O=C(Nn1cnc2c(cnn2-c2cccc(Cl)c2)c1=O)c1cccc(Cl)c1	2
CCOC(=O)CCc1cc(Br)ccc1OC(F)F	-12
O=c1ccc(-c2cccnc2)nn1CCNS(=O)(=O)c1ccccc1Cl	-6&-5
COC(=O)c1ccc(C(=O)NCC2CCN(C(=O)c3ccoc3)CC2)cc1	-7
COc1ccc(CCS(=O)(=O)NCc2ccc(C(=O)c3ccsc3)s2)cc1	-45
O=C(Nc1nc(-c2ccccn2)cs1)c1ccc(C(F)(F)F)cc1	31
Cc1nnc(NN=Cc2cccc(C(F)(F)F)c2)n1N	4
CC1CCN(c2nccnc2Oc2ccc(C(=O)NCCc3cccs3)cc2)CC1	-3
O=C(NCc1ccc(F)cc1)N1CCC(c2nnc(-c3ccc(F)cc3)o2)CC1	-14&-5
CC(Cc1ccc(O)c(O)c1)C(C)Cc1ccc(O)c(O)c1 (stereo not given)	18
CC(C)c1cc(=O)[nH]c(-n2nc(-c3cccs3)cc2NC(=O)COc2ccccc2F)n1	3
CCc1c(C#N)c(SCC(=O)c2cc(C)n(-c3ccccc3)c2C)nc2c1C(=O)CC(C)(C)C2	-9
CCOc1cn(C)c(C(=O)Nc2ccccc2CC)cc1=O	-7
Cn1c(=O)c2c(SCc3ccc(Cl)c(Cl)c3)ccnc2n(C)c1=O	0
COc1cccc(C(=O)Nc2nc(-c3ccc(Cl)s3)cs2)c1OC	3
COc1ccc(Br)c(C(=O)N2CC(S(=O)(=O)Cc3ccco3)C2)c1	-4
CC(C)S(=O)(=O)c1ccc(CC(=O)NCC2CCN(C(=O)c3cccn(C)c3=O)CC2)cc1	-1
Cc1ccccc1C(=O)Nc1nnc(-c2ccccc2)o1	6
CCCCOc1ccc(Cn2c(=O)sc3ccccc32)cc1OC	-7

Next entries follow.
mol	PriA SSB inh
COc1ccc(-n2ccnc(SCc3cccc([N+](=O)[O-])c3)c2=O)cc1Cl	2
Cc1ccc(CNC(=O)Cc2cc(=O)[nH]c(SCc3ccccc3)n2)cc1	-11
CSc1ccc(C=NN2CCN(Cc3ccccc3Cl)CC2)cc1	5
CN(C)CC(=O)C12CC3CC(C1)CC(c1ccccc1)(C3)C2	-2
O=S(=O)(Cc1cc(F)ccc1F)N1CCC(c2ccsc2)CC1	-11

Screening results: PubChem, Small Molecule Screening Facility, UW Madison

These rows are one share of the data; the hit share may differ from the screen's.
